GPR35 arrestin U2OS = GPR35 antagonists blocking zaprinast-driven arrestin recruitment, primary screen, imaging, U2OS, beta-arrestin-GFP, zaprinast agonist (AID 2058). G-protein coupled receptor 35 (Homo sapiens). U2OS GPR35 beta-arrestin-GFP translocation imaging, zaprinast antagonism; higher % means a stronger effect. inhibition, % at 10 µM; hits with a dose series show IC50 in µM. 0.052% of 290,000 active;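 active = inhibition of at least 50% with at least 30 cells and total cytoplasm GFP at most 10,000,000; inconclusive = under 30 cells or total GFP of 10,000,000 plus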
K1F lysis inhibition = inhibition of K1F phage lysis, E. coli UTI89, bacterial capsule biogenesis inhibitors, alamar blue (AID 488966); E. coli UTI89 K1F phage lysis, alamar blue, 2 h; higher % means a stronger effect; one-dose inhibition, % at 100 µM; IC50 in µM for titrated hits; 0.02% of 340,000 active;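 active = phage lysis inhibition, versus mean bacterial control, above a set limit; inconclusive = no clear call, values can overlap the other calls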;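 also: capsule biogenesis inhibitors block K1F phage lysis so surviving cells raise fluorescence; higher fluorescence means more inhibition of phage lysis; actives were called in the ten point dose series up to 300 µM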
Dengue-2 NS5 capping = Dengue-2 NS5 methyltransferase inhibitors, primary screen, biochemical, confirmation dose response (AID 588689); inhibition, % at 25 µM; hits with a dose series show IC50 in µM; 0.3% of 340,000 active; Genome polyprotein (Dengue virus type 2 (strain 16681-PDK53)); Dengue-2 NS5 methyltransferase capping enzyme assay, biochemical; higher % means a stronger effect; in the data active = a potency from the dose series; inconclusive = inhibition above about 29% without an active follow-up result
NTR1 ag = agonists of NTR1, primary screen, imaging, U2OS cells, beta-arrestin-GFP, high content (AID 493036); Neurotensin receptor type 1 (Homo sapiens), P30989; NTR1-U2OS beta-arrestin-GFP spot imaging, agonist mode; activation, % at 20 µM; 0.17% of 330,000 active;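 active = activation at or above 40% of the spot to cytoplasm intensity ratio, with at least 20 cells analyzed; inconclusive = wells under 20 cells, flagged as cytotoxic or low count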;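 also: 0% = DMSO without peptide and 100% = 100 nM NTR1 peptide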
Target sequence (P30989 whole entry, looked up): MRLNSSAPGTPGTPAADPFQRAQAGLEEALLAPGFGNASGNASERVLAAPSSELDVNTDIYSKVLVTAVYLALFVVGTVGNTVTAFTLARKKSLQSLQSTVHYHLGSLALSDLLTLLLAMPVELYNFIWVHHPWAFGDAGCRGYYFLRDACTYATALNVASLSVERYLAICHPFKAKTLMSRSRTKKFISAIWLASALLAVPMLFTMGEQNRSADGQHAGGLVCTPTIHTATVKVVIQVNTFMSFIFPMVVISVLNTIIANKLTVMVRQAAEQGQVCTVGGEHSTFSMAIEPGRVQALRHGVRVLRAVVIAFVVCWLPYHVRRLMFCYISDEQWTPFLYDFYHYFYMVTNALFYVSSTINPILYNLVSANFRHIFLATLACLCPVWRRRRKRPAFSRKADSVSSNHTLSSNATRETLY
GPR55 antagonists = GPR55 antagonists blocking LPI-driven arrestin recruitment, primary screen, imaging, U2OS, beta-arrestin-GFP, LPI agonist (AID 2013) | 0.13% of 290,000 active | U2OS GPR55 beta-arrestin-GFP translocation imaging, LPI antagonism; higher % means a stronger effect | G-protein coupled receptor 55 (Homo sapiens) | inhibition, % at 10 µM, or IC50 in µM where a hit was titrated;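 active = spots per cell inhibited over 60%, with over 100 cells counted and total cytoplasm intensity under 500,000; inconclusive = wells with under 100 cells, flagged as likely toxic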;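 also: U2OS cells stably carrying GPR55 and arrestin-GFP stimulated by 5 µM LPI near EC80; imaged beta-arrestin-GFP aggregate spots per cell after agonist stimulation; plate controls were LPI-stimulated DMSO wells for no effect and DMSO wells without LPI for full effect; some results filed as inactive read as strong as hits; confirmed hits need IC50 under 10 µM and bright autofluorescent wells are also inconclusive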
GPR55 beta-arrestin = GPR55 agonists via beta-arrestin recruitment, primary screen, imaging, U2OS cells, beta-arrestin-GFP redistribution (AID 1961); activation, % at 10 µM, or EC50 in µM where a hit was titrated; U2OS GPR55 beta-arrestin-GFP redistribution imaging; higher % means a stronger effect; G-protein coupled receptor 55 (Homo sapiens); 0.048% of 290,000 active;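 active = activation above 40% with more than 50 cells counted in the well; inconclusive = wells holding fewer than 50 cells, flagged as toxic or sparse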;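 also: U2OS osteosarcoma cells stably expressing GPR55 and beta-arrestin-GFP; plate controls were DMSO negative control for no effect and LPI positive control for full effect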
HIV peptide binding = inhibitors of HIV fusion peptide binding, primary screen, biochemical, uHTS, fluorescence dequenching (AID 1986). 0.3% of 290,000 active. cell-free peptide binding, fluorescence dequenching, 30 min; higher % means a stronger effect. inhibition, % at 20 µM, or IC50 in µM where a hit was titrated; in the data active = inhibition mostly above about 52%, no sharp cut-off; inactive = mostly below about 76%; also: some results filed as inactive read as strong as hits
AID2073 = inhibitors of Mint1-CaV2.2 protein interaction, biochemical, HTRF (AID 2073); Voltage-dependent N-type calcium channel subunit alpha-1B (Homo sapiens); HTRF protein-protein interaction, Mint1-CaV2.2; higher % means a stronger effect; inhibition, % at 20 µM; hits with a dose series show IC50 in µM; 0.19% of 290,000 active; in the data active = inhibition mostly above about 51%, no sharp cut-off; inconclusive = no clear call, values can overlap the other calls; inactive = mostly below about 53%; also: some results filed as inactive read as strong as hits
Siah-1 displacement = Siah-1 peptide-binding antagonists, primary screen, biochemical, fluorescence polarization, rhodamine-plectin, uHTS (AID 1817); displacement, % at 20 µM; hits with a dose series show IC50 in µM; Siah-1 / rhodamine-plectin peptide fluorescence polarization; higher % means a stronger effect; 0.02% of 290,000 active; E3 ubiquitin-protein ligase SIAH1 (Homo sapiens);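 active = displacement of at least 50% at 20 µM, with a fluorescence ratio check between 0.3 and a set limit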;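 also: plate controls were Siah plus tracer with DMSO for no effect and tracer alone without Siah for full effect; strong numbers were not always called active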
NTR1 ag cell count 20 µM = recorded beside NTR1 ag, whose call it bears; cell count; measured here: cell count, cytotoxicity flag
Dengue-2 NS5 capping pilot replicate = recorded beside Dengue-2 NS5 capping, whose call it bears; inhibition, %; measured here: pilot screen replicate inhibition
An asterisk follows results filed as active; u = inconclusive; x = no result given; [ ] = another dose, or the depositor's remark.

SMILES	GPR35 arrestin U2OS	K1F lysis inhibition	Dengue-2 NS5 capping	NTR1 ag	NTR1 ag cell count 20 µM	GPR55 antagonists	GPR55 beta-arrestin	HIV peptide binding	AID2073	Siah-1 displacement	others
CC1=C(C)C(=O)C(N2CCOCC2)=CC1=O	-5%	-0.2%	4%	x	x	23%	0.0%	0.8%	-20%	-4%
Oc1ccc(Cl)cc1/C=C/c1ccc2cccc(O)c2n1	-4%	-2.3%	-5%	46*	86*	12%	0.5%	1.1%	28%	-3%
COc1ccc(-c2nc(C#N)c(NCc3ccccc3Cl)o2)cc1	-8%	1.8%	-2%	3.2	70	-15%	0.2%	-2.1%	6%	0%
O=C(NCCCc1ccccc1)c1cc(COc2c(F)cccc2F)on1	6%	4.5%	-2%	0.8	45	-8%	-0.1%	0.1%	1%	-7%
COc1cc2c(cc1OC)CN(C(=O)CN1CCN(S(=O)(=O)c3ccccc3)CC1)CC2	-8%	0.7%	4%	0.2	60	15%	-0.1%	-0.6%	6%	0%
O=c1[nH]c(CSc2ncnc3sccc23)nc2cc(C(F)(F)F)ccc12	7%	0.2%[50 µM]	2%	6.9	77	-6%	0.0%	1.8%	-3%	-5%
COc1ccc(C2CC(c3ccccc3)=NN2C(=O)CSc2nccc(=O)[nH]2)cc1 (stereo unspecified)	20%	-1.4%[50 µM]	1%	-0.1	66	5%	0.0%	1.2%	-9%	2%
COc1ccc(C(=O)NNC(=O)C2CCCN(C3CC(=O)N(c4ccccc4)C3=O)C2)cc1 (stereo unspecified)	15%	-1.8%	10%	0.5	59	6%	-0.1%	0.2%	2%	5%
CCN(CC)CCNC(=O)CS(=O)Cc1nc(-c2ccc(C)cc2)oc1C (stereo unspecified)	18%	0.0%	-8%	0.9	69	14%	-0.1%	-1.2%	2%	-5%
Cc1c(CCO)c(=O)[nH]n1S(=O)(=O)c1ccc([N+](=O)[O-])cc1	-2%	-0.2%	4%	1.1	62	17%	-0.1%	2.2%	19%	1%
c1cncc(Nc2nc(-c3cccnc3)cs2)c1	9%	-0.4%	-5%	1.4	54	0%	-0.1%	167%	-18%	7%
CC1(C)Cc2nc3sc4c(SCC(=O)NC(c5ccccc5)c5ccccc5)ncnc4c3cc2CO1	20%	1.3%	-4%	-3.2	70	2%	-0.3%	4.9%	u	-1%
Cc1nnc(N(Cc2ccccc2)C(=O)c2cnccn2)s1	-4%	0.8%	4%	-5.0	92	-2%	-0.1%	14%	2%	4%
COc1ccc(C2CC(c3ccccc3)=NN2S(=O)(=O)c2ccccc2)c(OC)c1 (stereo unspecified)	-2%	1.8%	-7%	2.1	34	12%	-0.1%	-2.5%	0%	18%
COc1cccc(-c2nnc(SCC(=O)N(C(C)C)C(C)C)o2)c1	-6%	0.1%	-3%	-4.0	91	3%	0.2%	-1.2%	-6%	-2%	Dengue-2 NS5 capping pilot replicate=-3.5
COC(=O)c1cc2ccsc2n1CC(=O)Nc1cc(C)cc(C)c1	-5%	0.2%	1%	-0.7	49	5%	-0.2%	0.4%	0%	-3%
O=C1CCCc2c1nc(-c1ccccc1)n2O	3%	3.0%	-12%	-1.3	62	8%	-0.1%	1.8%	31%	-2%
Cc1ccc(C(=O)Oc2ccc([N+](=O)[O-])cc2)cc1S(=O)(=O)N1CCCCCC1	9%	-0.1%[50 µM]	-7%	9.8	57	5%	u	0.9%	-6%	8%
O=C1c2ccccc2-c2onc3c(Oc4ccccc4)cc(O)c1c23	3%	x	x	x	x	4%	2.2%	26%	8%	25%
CCCCNC(=O)NC1CCCC1	-8%	1.2%[50 µM]	-1%	1.7	71	5%	0.7%	-0.1%	-6%	7%
CCOC(=O)c1c(NC(=O)c2ccco2)sc(C(=O)N2CCCC2)c1C	2%	1.4%	-5%	-0.2	82	-3%	-0.1%	-0.7%	5%	4%
CC(=O)c1coc2c1cc(O)c1ccccc12	-14%	0.2%	-1%	0.8	102	13%	-0.1%	1.2%	0%	-5%
O=[N+]([O-])c1cccc(/C=N/Nc2cc(N3CCOCC3)ncn2)c1	7%	0.0%	-1%	2.0	85	6%	-0.1%	-0.5%	9%	13%
O=S(=O)(NCc1cccnc1)c1ccc(Br)s1	7%	0.8%	-2%	0.0	77	-5%	-0.2%	-0.3%	32%	-2%
Cc1cc(N2CCN(c3ccccc3)CC2)nc2ccccc12	-3%	0.2%	-1%	4.2	51	2%	0.3%	-0.7%	6%	7%

The list goes on; the last 2 above are carried over.
SMILES	GPR35 arrestin U2OS	K1F lysis inhibition	Dengue-2 NS5 capping	NTR1 ag	NTR1 ag cell count 20 µM	GPR55 antagonists	GPR55 beta-arrestin	HIV peptide binding	AID2073	Siah-1 displacement	others
O=S(=O)(NCc1cccnc1)c1ccc(Br)s1	7%	0.8%	-2%	0.0	77	-5%	-0.2%	-0.3%	32%	-2%
Cc1cc(N2CCN(c3ccccc3)CC2)nc2ccccc12	-3%	0.2%	-1%	4.2	51	2%	0.3%	-0.7%	6%	7%
C=CCN1C(=NC(=O)CCCC(=O)O)SC2CS(=O)(=O)CC21 (stereo unspecified)	9%	1.0%	-2%	-2.0	52	6%	0.0%	-0.6%	-7%	2%
C=CCOc1ccc(C2N3CC4(CC)CN2CC(CC)(C3)C4=O)cc1 (stereo unspecified)	15%	0.1%	5%	-0.8	45	8%	-0.2%	2.1%	4%	0%
O=[N+]([O-])c1ccc(/C=C/c2nc3ccc([N+](=O)[O-])cc3[nH]2)cc1	-17%	1.2%[50 µM]	4%	x	x	-6%	-0.3%	3.5%	29%	-2%
Cc1ccc(-c2c(C#N)c(N)n(-c3ccc(C)cc3)c(=O)c2C#N)cc1	15%	0.6%	5%	5.0	40	-12%	-0.2%	3.9%	-4%	1%
O=C(Nc1cc2c(cc1Br)OCCCO2)c1ccccc1	-6%	2.7%[50 µM]	-6%	-1.0	60	-8%	-0.2%	-1.1%	3%	6%
CCOC(=O)c1sc(=S)n(-c2ccccc2)c1SC	11%	0.5%	7%	2.7	83	-12%	0.0%	-0.7%	-13%	5%	Dengue-2 NS5 capping pilot replicate=-4.9
CC(C)NC(=O)c1ccc(C2SCC(=O)N2Cc2ccccc2)cc1 (stereo unspecified)	-8%	0.2%	-1%	-0.4	51	0%	-0.3%	-0.6%	9%	-4%
CN(C)CCOC(=O)C12CC3(C)CC(C)(CC(C)(C3)C1)C2	1%	10%	6%	0.8	54	-3%	-0.2%	2.4%	3%	4%
CN(CCC#N)S(=O)(=O)c1ccc2[nH]cc(C(=O)NCCc3ccccc3)c(=O)c2c1	3%	-0.4%	-3%	1.2	39	-4%	0.5%	1.4%	1%	-4%
CCc1nc2ccc(C)cc2c(C(=O)Oc2cccc3cccnc23)c1C	-19%	0.3%	3%	17	65	-5%	0.3%	-0.1%	4%	1%	Dengue-2 NS5 capping pilot replicate=2.4
CCC(C)NC(=O)c1ccccc1-c1nc2ccccc2[nH]1 (stereo unspecified)	-15%	0.2%	-6%	0.8	85	12%	-0.6%	1.1%	8%	2%
Clc1ccc(OCCN2CCCCC2)cc1Cl	7%	-0.3%[50 µM]	-7%	-1.0	68	2%	0.0%	4.4%	-3%	2%
O=C(NCCCN1CCCCC1)c1ccc2c(c1)NC(=O)C(N1CCCCC1)S2 (stereo unspecified)	-8%	-0.1%	-1%	-0.6	42	1%	0.3%	-1.9%	-3%	4%
COc1ccc(COc2cc(-c3cccc(OC)c3)nc3ccc(NC(=O)c4ccccc4)cc23)cc1	-8%	0.8%	10%	1.2	67	-3%	-0.2%	2.5%	30%	-1%
CCCn1c(N)c(C(=O)CSc2nc(C)cs2)c(=O)[nH]c1=O	2%	-0.1%	-1%	1.3	32	0%	0.2%	0.6%	4%	0%
Cc1cc2c(=O)[nH]cnc2s1	6%	0.4%	4%	-0.4	54	-2%	-0.1%	2.0%	2%	1%
COc1ccc(S(=O)(=O)N2CCN(C(=O)COc3ccccc3)CC2)cc1	0%	0.3%	-4%	1.8	38	-10%	0.5%	-0.2%	-13%	-4%
CCn1c(SCC(=O)Nc2ccccc2)nc2nc3c(cc2c1=O)COC(C)(C)C3	3%	x	x	0.0	60	7%	-0.1%	0.5%	1%	1%
CC(C)(C)C(=O)CC(=O)Nc1ccc(Cl)c(N)c1	-1%	0.1%	-8%	1.9	47	-9%	-0.2%	-1.0%	10%	-5%
COc1ccc(C(=O)C[n+]2ccc(C)cc2)cc1	10%	3.2%	-5%	1.0	66	12%	0.3%	-1.4%	0%	-8%
CC1CCN(C(=O)Cn2cnc3c2c(=O)n(C)c(=O)n3C)c2ccccc2S1 (stereo unspecified)	-5%	-0.9%	-5%	1.7	52	-17%	0.3%	0.3%	0%	4%
COc1ccc(NC(=S)Nc2ccc(N(C)C(C)=O)cc2)cc1	3%	-0.3%	0%	-0.3	44	5%	0.1%	-2.7%	10%	3%
O=C(/C=C/c1cccc([N+](=O)[O-])c1)Nc1cccc(NC(=O)c2cccs2)c1	11%	-0.1%	-14%	6.7	72	2%	-0.1%	0.2%	32%	-7%
Cc1noc(C)c1C(=O)N1CC(C)OC(C)C1 (stereo unspecified)	-8%	2.1%[50 µM]	-2%	0.4	81	7%	0.2%	2.8%	-4%	1%
CC(C)NC(=S)N/N=C/c1cccs1	7%	5.3%	-2%	-5.4	84	16%	0.0%	-0.5%	-20%	-2%
O=c1c2cccnc2[nH]c(=S)n1Cc1ccccc1	-9%	2.0%[50 µM]	-3%	-2.6	72	-1%	0.5%	4.1%	4%	-1%
Cc1ccc(C(=O)COC(=O)CNC(=O)c2cccs2)cc1	0%	1.9%	-1%	1.4	98	8%	-0.2%	-0.8%	-8%	4%
Cc1cccc(-c2noc(CN(C(=O)c3ccc4c(c3)OCO4)C(C)C)n2)c1	-6%	0.5%	3%	1.1	52	-2%	-0.1%	-0.2%	0%	-7%
COc1ccc(Cc2nnc(Nc3ccc4c(c3)OCCO4)[nH]c2=O)cc1	8%	u	-3%	-0.2	94	7%	-0.3%	-2.6%	-2%	-3%
